# KCNK3 inh: human KCNK3 channel inhibition, primary screen; O14649; CHO-KCNK3 thallium flux, FluxOR fluorescence; stronger effect = lower value; B-score at 10 µM; actives 0.84% (n = 340,000);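 active means B-score under library mean minus 4 SD, starting fluorescence ratio at most library mean plus 5 SD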;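 further: more negative B-score means stronger inhibition of thallium flux through KCNK3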
# Target sequence (O14649 whole entry, looked up): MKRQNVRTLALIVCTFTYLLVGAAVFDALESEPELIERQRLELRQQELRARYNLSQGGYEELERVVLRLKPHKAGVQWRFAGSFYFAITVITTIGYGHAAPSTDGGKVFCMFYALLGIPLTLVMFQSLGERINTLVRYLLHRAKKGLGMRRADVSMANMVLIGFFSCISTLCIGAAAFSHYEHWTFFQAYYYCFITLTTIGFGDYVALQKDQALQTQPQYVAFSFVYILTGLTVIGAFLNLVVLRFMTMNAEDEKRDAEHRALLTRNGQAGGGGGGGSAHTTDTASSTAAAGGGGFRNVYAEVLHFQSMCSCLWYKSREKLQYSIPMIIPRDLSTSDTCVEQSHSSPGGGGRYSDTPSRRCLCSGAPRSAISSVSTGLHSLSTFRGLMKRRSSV
# DYRK1A inh: inhibitors of rat Dyrk1A kinase; Q63470; ADP-Glo luminescence, NFATc1 peptide; inhibition, % at 12.5 µM; actives 0.43% (n = 310,000); AID 504441; in the data active means inhibition above about 50%;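 further: plate controls were vehicle with enzyme for no effect and no enzyme for full effect; many of its hits are not listed in these tables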
# * hit, by the source's call; i = inactive.
KCNK3 inh	DYRK1A inh	canonical_smiles
i	2	COc1cc(/C=C(/C#N)C(=O)Nc2cc(C(F)(F)F)ccc2Cl)ccc1OCC(=O)Nc1cccc(C(F)(F)F)c1
i	-2	Cc1ccccc1N(C=O)c1ccccc1C
i	-2	CCc1ccc(N2C(=O)C(Cl)=C(Nc3ccc(C(=O)N4CCCC4)cc3)C2=O)cc1
i	-5	O=C(Nc1cc(S(=O)(=O)N2CCOCC2)ccc1Cl)c1cc2ccccc2o1
i	-3	COc1ccc(-c2ccc3c(c2)S(=O)(=O)c2cccc(C(=O)N4CCN(C5CCCCC5)CC4)c2C3=O)cc1OC
i	-5	CC(NC(=O)CSc1ccc(S(=O)(=O)N2CCOCC2)cn1)c1ccc(Cl)cc1Cl (stereo not drawn)
i	-9	CCN(C(=O)CSc1nnc(C)n1-c1ccc(C)cc1)c1c(N)n(Cc2ccccc2)c(=O)[nH]c1=O
i	-5	C[C@@H]1CN([C@H](C)CO)C(=O)Cc2cc(NC(=O)CCC(F)(F)F)ccc2O[C@@H]1CN(C)S(=O)(=O)c1ccccc1
i	2	CCCn1c(N)c(C(=O)CN(C)CC(=O)Nc2ccccc2CC)c(=O)[nH]c1=O
i	3	O=c1cc(-c2ccc(O)cc2)oc2cc(O)c([C@@H]3O[C@H](CO)[C@@H](O)[C@H](O)[C@H]3O)c(O)c12
i	7	O=C(Nc1cccc(Cl)c1)C1CCCCC1
i	-3	O=C(/C=C/c1ccc(F)cc1)N1CCc2ccccc2C1
i	8	CC1(c2ccccc2)NC(=O)N(CC(=O)NNC(=O)c2cccc(Cl)c2)C1=O (stereo not drawn)
i	1	Cc1cccc(CSc2ccc(S(=O)(=O)N3CCCC3)cn2)c1
i	16	Cc1noc(NS(=O)(=O)c2ccc(NC(=O)/C=C/c3ccccc3)cc2)c1C
i	3	Nc1c(S(=O)(=O)c2cccs2)c2nc3ccccc3nc2n1CC1CCCO1 (stereo not drawn)
i	-8	O=C(COC(=O)/C=C/c1ccc(Cl)c(Cl)c1)NC1CC1
i	0	CC1CCN(C(=O)COC(=O)c2cc3ccccc3oc2=O)CC1
i	11	COC(=O)[C@H](C)N1C/C=C\COc2c(Cl)cc(Cl)cc2S1(=O)=O
i	14	COc1ccc(OC)c(NC(=O)C(C#N)=Cc2ccco2)c1
i	10	CC(=O)NC(Cc1ccccc1)C(=O)Oc1ccc2ccccc2c1 (stereo not drawn)
i	47	O=C(O)CCn1cc(-c2ccc(Cl)cc2)nc1-c1ccncc1
i	-5	COc1ccc(NS(=O)(=O)c2cccc(C(=O)NCC(c3cccs3)N3CCOCC3)c2)cc1 (stereo not drawn)
i	8	CNc1cc(NS(=O)(=O)c2ccc(N)cc2)nc(NC)n1
i	5	O=C1CC(c2ccccc2)=C(c2ccccc2)C1c1ccccc1 (stereo not drawn)
i	0	CCC[C@@H](CN1CCC[C@H]1CN1C(N)=NC[C@H]1CC(C)C)N1C[C@@H]([C@H](C)CC)N(CCc2ccc(Cl)c(Cl)c2)C1=N
i	9	COC(=O)CCC(C(=O)CN1C(=O)c2ccccc2C1=O)N1C(=O)c2ccccc2C1=O (stereo not drawn)
i	1	COc1ccc2c(c1)OC[C@H]1[C@H]2N2C(=O)c3cc(C)ccc3NC(=O)[C@@]2(C)[C@H]1c1ccccc1
i	-1	C#CCOCCOCCOCCNc1nc(N2CCN(C(=O)Cn3cc(CCCN=C(N)N)nn3)CC2)nc(N2CCN(C(=O)[C@H](CCCCN)n3cc(CCCC)nn3)CC2)n1
i	13	CC(C)=CCC[C@](C)(O)C1CC[C@]2(C)C1C(O)CC1[C@@]3(C)CCC(O)C(C)(C)C3C(O[C@@H]3OC(CO)C(O)C(O)C3O[C@@H]3OC(C)C(O)C(O)C3O)C[C@]12C (stereo partly drawn)

# More records follow.
KCNK3 inh	DYRK1A inh	canonical_smiles
i	-2	COc1ccc(CCc2ccnc3ccccc23)cc1
i	0	Cc1ccc(S(=O)(=O)N2CCCCC2C(=O)Nc2ccc(N(C)C)cc2)cc1 (stereo not drawn)
i	3	COC(=O)[C@@]12CCCCN1[C@H](c1ccc(-c3ccc(Cl)c(Cl)c3)c(OC)c1)[C@@H]1C(=O)N(C)C(=O)[C@@H]12
i	-7	COc1ccc(OC)c(S(=O)(=O)Nc2ccccc2C(=O)N2CCCCC2)c1
i	-6	O=C1CC2CC1C(C(=O)O)C2C(=O)O (stereo not drawn)
i	10	O=C(Nc1ccccc1)c1cc(S(=O)(=O)N2CCCCC2)ccc1N1CCOCC1
i	4	O=C(OCC(=O)N1CCc2ccccc21)C1CCCN1S(=O)(=O)c1ccc(Cl)cc1 (stereo not drawn)
i	-4	O=C(NCc1ccccn1)c1cccc(S(=O)(=O)N2CCCCC2)c1
i	7	Cc1ccc(S(=O)(=O)Nc2cccc3c2O[C@H](CN(C)Cc2ccccc2)[C@@H](C)CN([C@H](C)CO)C3=O)cc1
i	-4	COc1ccc(-c2nn(-c3ccccc3)cc2C(=O)Nc2cccc(S(=O)(=O)NC3=NCCC3)c2)cc1
i	3	Cc1cc(C(=O)Nc2ccc(Cl)c(S(=O)(=O)N3CCOCC3)c2)c2ccccc2n1
i	-6	COc1ccc(Cl)cc1C(=O)NNC(=O)c1cccs1
i	3	CCN(C(=O)COc1ccc(C)cc1OC)c1cccc2ccccc12
i	3	CN(C(=O)COC(=O)c1ccc2c(c1)OCCO2)C1CCCCC1
i	-2	O=C(NNCc1ccccc1)c1ccccc1
i	7	COc1ccccc1-c1sc2cc3c(cc2c1C#Cc1cncn1C)OCO3
i	-2	Cc1ccc(-n2nnnc2SCC(=O)NCC2(N3CCOCC3)CCCCC2)cc1
i	4	COc1ccc(-c2coc(CCC(=O)N3CCN(c4cc(C)ccc4C)CC3)n2)cc1
i	13	COc1cc([C@H]2OC[C@H]3[C@@H]2CO[C@@H]3c2ccc(O[C@H]3O[C@H](CO)[C@@H](O)[C@H](O)[C@H]3O)c(OC)c2)ccc1O[C@@H]1O[C@H](CO)[C@@H](O)[C@H](O)[C@H]1O
i	-1	Cc1nn(C2CCS(=O)(=O)C2)c(C)c1CN(C)C(=O)c1ccccc1 (stereo not drawn)
i	7	CC(=O)NC(c1cccs1)c1cc(Cl)c2ccccc2c1O (stereo not drawn)
i	-2	Cc1ccccc1-c1nc(S(=O)(=O)c2ccccc2)c(NCCCN2CCOCC2)o1
i	2	COc1cc(C)ccc1OCC(=O)NC1CCCCCC1
i	-4	CCN1C(=O)C(=O)N(CC(=O)Nc2cccc(C(F)(F)F)c2)C1=O
i	11	O=C(Nc1cccc(S(=O)(=O)N2CCCCC2)c1)C1=NN(c2ccccc2)C(=O)CC1
i	-6	CN(Cc1ccco1)C(=O)CN1C(=O)NC(c2ccccc2)(c2ccccc2)C1=O
i	-2	OCC1OC(n2cnc3c(NCc4ccccc4O)ncnc32)C(O)C1O (stereo not drawn)
i	2	O=C(COC(=O)/C=C/c1ccccc1)NC1CCCCCC1
i	1	CC1(c2ccccc2)NC(=O)N(CC(=O)N2CCN(S(=O)(=O)c3c(F)cccc3F)CC2)C1=O (stereo not drawn)
i	-6	CC[C@@]1(C(=O)OC)N[C@H](CN(C)C(C)=O)[C@@H]2C(=O)N(C)C(=O)[C@@H]21

# Remaining list, next part
KCNK3 inh	DYRK1A inh	canonical_smiles
i	3	CC(=O)c1c(C)[nH]c(C(=O)OCC(=O)Nc2nnc(-c3ccccc3)o2)c1C
i	10	O=C(OCCN1CCCCC1)c1c[nH]c2ccccc12
i	6	CCN(CC)S(=O)(=O)c1ccc(/C=C/C(=O)OCC(=O)NCc2ccco2)cc1
i	-2	O=C(C[C@H]1C[C@H](C(=O)N2CCCCC2)[C@@]2(CCc3ccccc3)c3[nH]c4cc(-c5ccco5)ccc4c3CCN2C1=O)NCCC1=CCCCC1
i	4	CCN(CC(=O)Nc1ccc2c(c1)OCCO2)C(=O)/C=C/c1cccc(C(F)(F)F)c1
i	0	COc1ccccc1C(=O)NCCC(=O)Nc1ccc(S(=O)(=O)N2C(C)CCCC2C)cc1 (stereo not drawn)
i	-4	CCOC(=O)[C@H]1[C@H]2COc3ccc(Cl)cc3[C@@H]2N2C(=O)[C@@H](CO)NC(=O)[C@@]12C
i	9	COc1cccc(CN(C)C(=O)c2cccc(S(=O)(=O)N3CCN(c4ccccc4)CC3)c2)c1OC
i	8	C[C@H](CO)N1C[C@H](C)[C@@H](CN(C)S(C)(=O)=O)Oc2ccc(NC(=O)NC3CCCCC3)cc2C1=O
i	-4	O=C(NCc1cccnc1)/C(=C/c1ccc([N+](=O)[O-])cc1)NC(=O)c1ccccc1
i	-3	COc1ccc(C(CNC(=O)CNC(=O)c2cccc(Cl)c2)N2CCCC2)cc1 (stereo not drawn)
i	-3	COc1ccc(NC(=O)CCOc2ccc(C)cc2)cc1S(=O)(=O)N1CCOCC1
i	0	COc1cc(C(=O)NCC(=O)Nc2c(C)cccc2C)ccc1OCc1ccccc1
i	-3	O=C(CCSc1ccc(F)cc1)NNC(=O)c1ccccc1Cl
i	9	COc1ccc([C@H]2CC(=O)C=C(c3cccc(Cl)c3O)C2)cc1OC
i	3	O=C(CC1C(=O)Nc2ccccc2N1CC(=O)N1CCCC1)Nc1ccc(Br)cc1 (stereo not drawn)
i	5	Cc1cc(NS(=O)(=O)c2ccc(NC(=O)c3ccc(F)cc3)cc2)nc(C)n1
i	-5	Cc1cc2nc(NCCCO)n(CC(=O)c3cc(C(C)(C)C)c(O)c(C(C)(C)C)c3)c2cc1C
i	-6	CCc1ccccc1NC(=O)CN1CCN(C(=O)C(C)NC(=O)c2ccc(Cl)cc2)CC1 (stereo not drawn)
i	-2	CCN(CC)C(=O)COC(=O)C1CCN(S(=O)(=O)c2ccc3c(c2)OCCO3)CC1
i	5	COc1ccc(CNC(=O)CCc2ccc(S(=O)(=O)N3CCCCCC3)cc2)cc1OC
i	0	CC(C)Cn1c(SCC(N)=O)nnc1-c1cccc(S(=O)(=O)N2CCOCC2)c1
i	-1	C#CCOCCOCCOCCNc1nc(N2CCN(C(=O)[C@H]([C@@H](C)CC)n3cc(CCCN=C(N)N)nn3)CC2)nc(N2CCN(C(=O)[C@H](CCCCN)n3cc(CC(C)O)nn3)CC2)n1 (stereo partly drawn)
i	-9	CCOc1ccc(NS(=O)(=O)c2cc(C(=O)N3CCN(c4ccccc4O)CC3)ccc2Cl)cc1
i	-3	CC(C)c1ccccc1NC(=O)CSc1n[nH]c(=O)n1C1CC1
i	-5	COc1cc(OC)cc(C(=O)NNC(=O)CCNC(=O)c2ccc(Br)cc2)c1
i	16	ON=C1C2CC=C(c3ccccc3)C1CCC2 (stereo not drawn)
i	17	C(=C1c2ccccc2-c2ccccc21)c1ccncc1
i	6	CCC(=O)NC(c1cc(Cl)c2ccccc2c1O)C(C)C (stereo not drawn)
i	-7	CSc1ccc(/C=C/C(=O)OCC(=O)N2CCN(S(=O)(=O)c3ccc(C)cc3C)CC2)cc1

# (next part)
KCNK3 inh	DYRK1A inh	canonical_smiles
i	6	CCCN(CC(=O)Nc1ccccc1OC)C(=O)Cc1ccc2c(c1)CCC2
i	1	c1ccc2c(c1)OC1OC2Oc2ccccc21
i	0	Brc1ccc(-c2cn3cccnc3n2)cc1
i	-11	Cc1ccc([C@@H]2CC=C(C(=O)O)[C@H](c3ccc(Cl)cc3)N2S(=O)(=O)c2ccc(C)cc2)cc1
i	-6	Cc1cc(C2=NNC(=NC3CC3)SC2)c(C)n1Cc1ccco1
i	-3	Cn1c(=O)c2c(ncn2CC(=O)OCC(=O)NCCc2ccccc2)n(C)c1=O
i	4	CCOC(=O)C1=C(COC(=O)c2ccc(C)c(S(=O)(=O)N3CCOCC3)c2)NC(=O)NC1C (stereo not drawn)
i	-6	CCOC(=O)c1c(C)[nH]c(C(=O)OCC(=O)N(C)c2c(N)n(Cc3ccccc3)c(=O)[nH]c2=O)c1C
i	-2	Cn1c(=O)c2c(ncn2CC(=O)OCC(=O)NNC(=O)c2ccc(Cl)cc2)n(C)c1=O
i	0	CN(CC(=O)Nc1ccccc1Br)C(=O)c1cc(Cl)nc2ccccc12
i	-3	COC(=O)c1c(C)[nH]c(C(=O)C(C)OC(=O)c2cnc(C)cn2)c1C (stereo not drawn)
i	1	CC(C)Cn1c(N)c(C(=O)CSc2nnnn2-c2ccc(Cl)cc2)c(=O)n(C)c1=O
i	-2	O=S(=O)(c1ccc(F)cc1)N1CCN(Cc2cc3c(cc2Br)OCCO3)CC1
i	5	CN(C)c1ccc(C=c2c3cc([N+](=O)[O-])ccc3n3c2cc(-c2ccccc2)[n+]3C)cc1
i	2	CC(=O)N[C@@H](CC(=O)N[C@H](CCC(=O)O)C(=O)O)C(=O)O
i	7	O=C1C=C(c2ccc3[nH]ccc3c2)C[C@@H](c2ccc(Cl)cc2)C1
i	7	CC(C)(C)OC(=O)C[C@H]1C/C=C\C[C@H](CC(=O)N(CCO)Cc2ccccc2)C(=O)NCCOC1=O

# Part of the list above in order of length of the SMILES, ascending:
KCNK3 inh	DYRK1A inh	canonical_smiles
i	1	c1ccc2c(c1)OC1OC2Oc2ccccc21
i	-3	Cn1c(=O)c2c(ncn2CC(=O)OCC(=O)NCCc2ccccc2)n(C)c1=O
i	-2	Cn1c(=O)c2c(ncn2CC(=O)OCC(=O)NNC(=O)c2ccc(Cl)cc2)n(C)c1=O
i	4	CCOC(=O)C1=C(COC(=O)c2ccc(C)c(S(=O)(=O)N3CCOCC3)c2)NC(=O)NC1C (stereo not drawn)

# Exported bar-delimited: part of the list above
molecule | KCNK3 inh | DYRK1A inh
CCN(CC(=O)Nc1ccc2c(c1)OCCO2)C(=O)/C=C/c1cccc(C(F)(F)F)c1 | i | 4
O=c1cc(-c2ccc(O)cc2)oc2cc(O)c([C@@H]3O[C@H](CO)[C@@H](O)[C@H](O)[C@H]3O)c(O)c12 | i | 3
COc1ccc(OC)c(S(=O)(=O)Nc2ccccc2C(=O)N2CCCCC2)c1 | i | -7
O=C(COC(=O)/C=C/c1ccccc1)NC1CCCCCC1 | i | 2
COc1ccc2c(c1)OC[C@H]1[C@H]2N2C(=O)c3cc(C)ccc3NC(=O)[C@@]2(C)[C@H]1c1ccccc1 | i | 1

# Assay outcomes from PubChem BioAssay.

# A portion of the library; rates above refer to the full screens.
